SIAE inh – human SIAE inhibition, primary screen; SIAE FP-Rh probe binding, fluorescence polarization; inhibition, % at 9.66 µM; actives 0.69% (n = 370,000); AID 1053197;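 active = inhibition above a cutoff: mean of compounds within the control limits plus 3 SD of those, cut at about 17% in these data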;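 also: 0% = plate median of compound wells and 100% = probe without SIAE protein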
GC-A act – GC-A (human) enzyme activation; P16066; actives 0.14% (n = 370,000); HEK293 GC-A cells, cGMP TR-FRET, EC30 ANP; 0% at EC30 ANP, 100% saturating ANP; activation, % at 10 µM; in the data active = activation above about 40%
UHRF1 MBD2 ctr – UHRF1 methyl-DNA binding inhibition. Q96T88. UHRF1 binding to methylated oligo, TR-FRET. inhibition, % at 4.4 µM. actives 0.75% (n = 370,000); in the data active = inhibition above about 21%;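 also: UHRF1 SRA domain binding a hemimethylated CpG hairpin DNA probe; 0% = median of test compound wells and 100% = reference inhibitor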
rCAG RNA binder – binds r(CAG) RNA repeats; r(CAG) RNA repeat, TO-PRO-1 dye displacement fluorescence; inhibition, % at 3 µM; actives 1.3% (n = 370,000);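 active = inhibition above the plate cutoff, the mean of all test compounds on that plate plus 3 SD, cut at about 35% in these data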;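 also: 0% = DMSO alone and 100% = 100 µM mitoxantrone as full dye displacement; higher means more dye released from RNA so lower well fluorescence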
MBD2 inh – MBD2-methylated oligo binding inhibition. AID 686964. inhibition, % at 4.4 µM. actives 0.31% (n = 370,000). TR-FRET, MBD2 binding to methylated oligonucleotide. Q9UBB5; in the data active = inhibition above about 13%
Target sequence (Q9UBB5 whole entry, looked up): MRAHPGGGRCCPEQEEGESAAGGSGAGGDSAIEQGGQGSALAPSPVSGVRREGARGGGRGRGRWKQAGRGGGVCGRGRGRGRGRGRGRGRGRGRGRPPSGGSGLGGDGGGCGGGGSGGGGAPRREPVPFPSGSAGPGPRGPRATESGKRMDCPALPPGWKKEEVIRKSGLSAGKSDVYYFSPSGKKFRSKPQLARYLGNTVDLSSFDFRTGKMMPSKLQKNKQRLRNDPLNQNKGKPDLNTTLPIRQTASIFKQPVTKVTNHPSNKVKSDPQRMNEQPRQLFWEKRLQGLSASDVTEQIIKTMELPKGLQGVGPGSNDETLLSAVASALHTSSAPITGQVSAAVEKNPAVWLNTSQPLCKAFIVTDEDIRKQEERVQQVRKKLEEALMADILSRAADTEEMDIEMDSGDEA
HTRA1 inh – blocks human HTRA1 serine peptidase | recombinant HTRA1, FP-rhodamine activity-based probe, fluorescence polarization | inhibition, % at 5.96 µM | AID 504803 | actives 0.5% (n = 340,000) | Q92743; in the data active = inhibition above about 36%;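 also: 0% = enzyme with DMSO and 100% = wells lacking enzyme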
mABHD4 FP – inhibitors of mouse ABHD4 | actives 0.54% (n = 370,000) | Q8VD66 | inhibition, % at 8.92 µM | AID 720543 | purified mABHD4, FP-Rh probe fluorescence polarization;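 active = inhibition exceeding the mean over every tested compound plus 3 SD, cut at about 30% in these data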;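 also: 0% = plate median of compound wells and 100% = S159A mutant with DMSO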
Target sequence (Q8VD66 whole entry, looked up): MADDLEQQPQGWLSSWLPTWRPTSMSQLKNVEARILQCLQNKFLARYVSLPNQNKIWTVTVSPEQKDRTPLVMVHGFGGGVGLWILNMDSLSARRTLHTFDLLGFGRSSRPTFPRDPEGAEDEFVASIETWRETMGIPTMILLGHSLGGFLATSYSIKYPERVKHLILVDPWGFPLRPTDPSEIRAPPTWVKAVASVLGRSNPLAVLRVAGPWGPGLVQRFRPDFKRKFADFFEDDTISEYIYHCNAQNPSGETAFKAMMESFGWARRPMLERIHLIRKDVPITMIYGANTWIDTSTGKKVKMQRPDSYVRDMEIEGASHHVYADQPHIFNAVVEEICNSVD
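Assay system: wild-type mouse ABHD4 protein; compound: single nominal dose of 8.92 µM, 0.89% DMSO final; schedule: 45 min + 60 min at 25 °C; measured by: FP readout, ex 525 nm / em 598 nm; evaluation: % inhibition of FP-Rh probe binding versus controls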
PRMT1 inh – inhibitors of human PRMT1; recombinant PRMT1, activity-based probe fluorescence polarization; AID 652257; actives 1.3% (n = 370,000); Q99873; inhibition, % at 2.79 µM;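 active = inhibition above about 21% made by adding two undisclosed values, limit read from the data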
TCR-CD3 inh – human TCR-CD3 binding inhibition | TAMRA-labeled TCR probe fluorescence, biochemical | inhibition, % at 9.4 µM | actives 0.37% (n = 360,000); in the data active = inhibition above about 19%;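 also: recombinant mutant TCR 2C K166C tagged with TAMRA read by polarization; 0% = receptor in buffer alone and 100% = receptor with positive control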
NPR2 activator – GC-B (human) receptor activation; HEK293-GC-B cells, CNP EC30, cGMP TR-FRET; 0% at EC30 CNP, 100% saturating CNP; activation, % at 10 µM; P20594; actives 0.11% (n = 370,000);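 active = activation at 10 µM reaching about 35% in either raw or pattern-adjusted values, limit read from the data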
Active calls of the source: *; . = no result given.

Value order – SIAE inh	GC-A act	UHRF1 MBD2 ctr	rCAG RNA binder	MBD2 inh	HTRA1 inh	mABHD4 FP	PRMT1 inh	TCR-CD3 inh	NPR2 activator
> CN(C(=O)c1cccc(NC(=O)Cc2ccc([N+](=O)[O-])cc2)c1)C1CCC1
 : 3	0	7	15	0	-6	1	2	3	-1
> O=C(CNC(=O)c1ccccc1)NCCO
 : -6	2	1	-4	4	1	3	-2	-1	-1
> C#CCN(C[C@H]1[C@H](OC(=O)NC2CC2)[C@H](OC(=O)NC2CC2)C[C@H]2C(=O)N(c3ccccc3)C(=O)[C@@H]12)S(=O)(=O)c1ccc(C)cc1
 : 3	4	-1	9	0	-7	0	-1	0	3
> CN(C(=O)c1ccncc1)c1nnc(-c2ccccn2)s1
 : 1	-1	-7	10	-1	-5	-8	-1	0	2
> CC1CN(C(=O)c2cccc(S(=O)(=O)Nc3ccccc3Cl)c2)CC(C)O1 (stereo unspecified)
 : -4	0	-1	10	-1	2	-2	-1	-3	-2
> CCOc1ccc(NC(=S)Nc2cc(C)[nH]n2)cc1
 : 4	1	-2	-2	-4	2	-7	5	0	2
> CCN(C(=O)c1cc([N+](=O)[O-])ccc1NCc1cccnc1)c1ccccc1
 : 4	-9	-2	-3	1	3	-6	-3	-14	3
> COc1cc(/C=C2\SC(=S)N(NS(=O)(=O)c3ccc(C)cc3)C2=O)ccc1O
 : -139	-5	-8	45*	-7	-146	-200	3	-77	-11
> O=C(Nc1ccc(F)c(Cl)c1)Nc1nnc([C@@H]2O[C@H](CO)[C@@H](O)[C@H]2O)s1
 : 0	3	-1	16	-2	.	-2	2	0	0
> CN1/C(=C/C(=S)NC(=O)C2CCC2)C(C)(C)c2ccccc21
 : 4	-3	-5	-2	-12	-1	-7	4	3	-7
> CC(=O)c1nn(-c2ccccc2)cc1C(=O)c1ccc(Br)cc1
 : -6	1	14	-3	9	1	5	-2	-2	1
> COc1cccc(-c2nc(-c3ccccc3)[nH]c(=O)c2C#N)c1
 : -6	2	1	9	2	-2	-6	1	-7	-2
> COc1ccc(Cl)c(-c2cc(C(=O)Nc3ccc(F)cc3)[nH]n2)c1
 : 0	1	-3	9	-2	.	-25	-4	-3	-7
> O=C(COc1ccc(S(=O)(=O)N2CCOCC2)cc1)NCc1ccccn1
 : 0	1	-1	-1	3	3	8	-3	-5	1
> COc1ccc(-c2cn[nH]c2N)c(OC)c1
 : 11	-1	-1	12	1	9	-1	0	0	-1
> COc1cccc2sc(Nc3nc4ccc(NC(C)=O)cc4s3)nc12
 : -3	0	-1	49*	0	4	3	-2	2	-9
> COC(=O)C1=C(C)N(c2ccc(Br)cc2)C(=O)/C1=C\c1ccco1
 : -2	2	2	5	-2	0	5	3	0	-4
> COCC(=O)NNS(=O)(=O)c1ccccc1[N+](=O)[O-]
 : 1	2	-3	-1	3	3	-9	-2	0	4
> N#CCSc1nnc(COc2ccc3ccccc3c2)o1
 : -2	6	-2	-1	-3	3	2	-1	6	1
> CC1(C)OC(c2ccccc2)=C/C(=C/C=Nc2ccccc2)O1
 : 1	-2	-1	6	4	-1	0	2	-8	-1

3 compounds out of the list, sorted by length of the SMILES, highest first.
Value order – SIAE inh	GC-A act	UHRF1 MBD2 ctr	rCAG RNA binder	MBD2 inh	HTRA1 inh	mABHD4 FP	PRMT1 inh	TCR-CD3 inh	NPR2 activator
> CN(C(=O)c1cccc(NC(=O)Cc2ccc([N+](=O)[O-])cc2)c1)C1CCC1
 : 3	0	7	15	0	-6	1	2	3	-1
> COc1cc(/C=C2\SC(=S)N(NS(=O)(=O)c3ccc(C)cc3)C2=O)ccc1O
 : -139	-5	-8	45*	-7	-146	-200	3	-77	-11
> COc1cccc2sc(Nc3nc4ccc(NC(C)=O)cc4s3)nc12
 : -3	0	-1	49*	0	4	3	-2	2	-9

(continued)
Value order – SIAE inh	GC-A act	UHRF1 MBD2 ctr	rCAG RNA binder	MBD2 inh	HTRA1 inh	mABHD4 FP	PRMT1 inh	TCR-CD3 inh	NPR2 activator
> CCN(C(=O)COC(=O)CNC(=O)c1ccc(C)cc1)c1c(N)n(Cc2ccccc2)c(=O)[nH]c1=O
 : -5	1	-2	2	-2	3	0	-3	6	4
> N#Cc1cnc(SCC(=O)c2ccccc2)nc1N
 : -7	1	-3	2	2	-12	-5	7	10	2
> O=C(COC(=O)CCC(=O)c1cccs1)Nc1ccccc1C(F)(F)F
 : -4	-2	2	-1	-1	2	0	-5	4	-2
> Cc1cc(C)cc(NC(=O)c2ccc(NC3=NC4CS(=O)(=O)CC4S3)cc2)c1 (stereo unspecified)
 : 3	0	-2	7	3	-3	2	-2	8	2
> Cc1ccc(C(=O)NCCN2CCN(C(=O)c3ccc(C)c(C)c3)CC2)cc1C
 : -3	-2	-1	-9	-2	-5	4	-5	-5	5
> Cc1[nH]n(-c2ccc([N+](=O)[O-])cc2)c(=O)c1C=NCC1CCCO1 (stereo unspecified)
 : 1	2	-4	4	0	.	3	0	3	-6
> COc1ccc(N2CCN(C(=O)Cn3cnc4c(cnn4-c4ccccc4)c3=O)CC2)cc1
 : 10	-1	-2	-3	0	8	3	3	4	4
> CCOc1ncccc1C(=O)OCC(=O)Nc1ccc2c(c1)OCO2
 : 3	5	-2	-1	-2	7	-7	-4	-2	-5
> CCO[C@H]1OC(C(=O)O)=C[C@@H](C2CCCCC2)[C@@H]1CCCO
 : -7	1	0	3	4	-3	6	-1	-2	3
> Clc1cccc(Cl)c1CO/N=C/c1c(-c2ccccc2)nc2n1CCS2
 : -1	1	5	8	-3	-4	-3	3	-6	-3
> CC(=O)c1cccc(NS(=O)(=O)c2ccc(N/C=C\C(=O)c3ccc(C)cc3)cc2)c1
 : 0	2	8	2	6	-12	4	0	-1	1
> Cc1nnc(SC(C)C(=O)Nc2ncc(Cl)cc2Cl)n1Cc1ccccc1 (stereo unspecified)
 : -2	-1	2	-4	0	1	0	-2	-2	-5
> Cc1[nH]c2ccccc2c1C(=O)C(=O)NC1CC1
 : 3	2	4	-2	6	9	4	-1	0	1
> COc1cc(O)c(C(CCN2CCCCC2)c2ccc3c(c2)OCO3)c(OC)c1 (stereo unspecified)
 : 9	-12	0	3	-4	2	4	0	-2	-15
> CCCn1nc(NC(C)=O)c2cc3cccc(C)c3nc21
 : 4	1	3	-1	0	-7	3	2	-4	-6
> COc1ccc(NC(=O)c2cccc(NC(=O)c3ccccc3)c2)cc1
 : -6	2	-1	9	-1	-19	-13	0	9	-1
> COc1cccc(C(=S)N2CCOCC2)c1OS(=O)(=O)c1ccc(Cl)cc1
 : 16	0	-2	3	4	-4	1	11	1	5
> CC(=O)N1CCc2cc(S(=O)(=O)CCC(=O)NCCc3ccc(Cl)cc3)ccc21
 : 0	-2	0	2	0	-7	-1	-4	-2	-4
> COc1ccc(-c2c3c(nc4sc(C(=O)Nc5cc(C)on5)c(N)c24)CCC3)cc1
 : 0	12	-7	15	-6	-44	2	8	-1	-6
> O=C(CSc1cc(Cl)ccc1Cl)NC1CCCC1
 : -2	-6	0	-3	2	1	-1	-2	0	2
> O=C(Nc1ccccc1)c1ccc(OC(=O)c2ccccc2)cc1
 : -2	-3	5	-1	-1	8	-8	-1	10	-1
> O=C1C=C(C#Cc2ccc(Oc3ccccc3)cc2)C[C@@H](c2ccc(F)cc2)C1
 : -3	-2	3	13	1	-23	-15	4	-10	-2
> COc1ccc(N2C(=O)[C@@H]3[C@H](C2=O)[C@H](C(C)=O)N2c4ccccc4C=C[C@@H]32)cc1
 : 8	4	-4	18	-2	1	11	3	7	1
> CCOc1ccc(S(=O)(=O)Nc2ccccc2C(=O)N2CCOCC2)cc1
 : -8	-5	0	4	-2	-13	0	0	2	4
> Cc1ccc2c(c1)/C(=C/c1ccccc1F)C(=O)N2
 : 2	-5	0	2	-1	-9	-3	0	5	-2
> CN1CCN(C(=O)c2ccc(COc3ccc(C(C)(C)C)cc3)o2)CC1
 : 7	1	-2	-9	2	-8	-1	-3	5	4
> COc1ccc(-c2c(N)cnc(C(=O)O)c2C)c(OCc2ccccc2)c1OC
 : -1	1	-6	9	5	9	-1	4	-5	0
> COC(=O)Cn1c(N2CCCC2)nc2c1c(=O)n(C)c(=O)n2C
 : 5	3	0	-3	-2	5	5	1	-2	0
> CCOC(=O)C1=CCN(S(=O)(=O)c2ccccc2Cl)C1c1cccc(Br)c1 (stereo unspecified)
 : -3	-6	-3	2	3	.	-11	-2	5	-7
> COc1ccc(OC)c(S(=O)(=O)NC2CC(=O)N(c3cccc(F)c3)C2)c1 (stereo unspecified)
 : 7	1	-2	-2	-6	-2	-3	-4	5	2
> O=C1CCC([N+](=O)[O-])C(c2ccccc2Br)N1 (stereo unspecified)
 : -2	3	1	-4	-1	11	0	3	-7	3
> CN(C(=O)Cn1nnc2ccccc2c1=O)C1CCCCC1
 : 1	-1	-1	0	6	3	1	0	-1	-1
> COC(=O)c1ccc(NC(=O)C(=O)c2cccn2C)cc1
 : -2	1	0	0	1	-12	2	-1	0	1
> Cc1ccc2nc(SCC(=O)c3ccc4c(c3)NC(=O)CO4)[nH]c2c1
 : -27	-6	-4	10	0	-10	-12	-4	0	-1
> O=C(c1ccco1)N1CCC(c2nc3c(nnn3Cc3ccccc3Cl)c(=O)[nH]2)CC1
 : -4	6	2	2	-1	-3	13	2	0	3
> Cc1ccc(NC(=O)CN(C)C(=O)c2cccnc2Nc2cccc(C(F)(F)F)c2)cc1
 : -26	-2	2	44*	-5	-55	-27	-2	4	4
> CCN1CCN(C(=O)C2CCC(=O)N(Cc3cccc(C(F)(F)F)c3)C2)CC1 (stereo unspecified)
 : -5	2	1	-4	-4	4	6	1	3	-3
> CCn1c(SCC(=O)O)nnc1-c1ccccc1OC
 : 7	1	-2	6	-8	5	-2	-5	11	1

Looked up by compound from the entries so far, 7 records:
Value order – SIAE inh	GC-A act	UHRF1 MBD2 ctr	rCAG RNA binder	MBD2 inh	HTRA1 inh	mABHD4 FP	PRMT1 inh	TCR-CD3 inh	NPR2 activator
> COC(=O)c1ccc(NC(=O)C(=O)c2cccn2C)cc1
 : -2	1	0	0	1	-12	2	-1	0	1
> CCOc1ccc(S(=O)(=O)Nc2ccccc2C(=O)N2CCOCC2)cc1
 : -8	-5	0	4	-2	-13	0	0	2	4
> Cc1ccc2c(c1)/C(=C/c1ccccc1F)C(=O)N2
 : 2	-5	0	2	-1	-9	-3	0	5	-2
> COC(=O)Cn1c(N2CCCC2)nc2c1c(=O)n(C)c(=O)n2C
 : 5	3	0	-3	-2	5	5	1	-2	0
> Cc1ccc2nc(SCC(=O)c3ccc4c(c3)NC(=O)CO4)[nH]c2c1
 : -27	-6	-4	10	0	-10	-12	-4	0	-1
> COc1ccc(N2C(=O)[C@@H]3[C@H](C2=O)[C@H](C(C)=O)N2c4ccccc4C=C[C@@H]32)cc1
 : 8	4	-4	18	-2	1	11	3	7	1
> COc1ccc(-c2c(N)cnc(C(=O)O)c2C)c(OCc2ccccc2)c1OC
 : -1	1	-6	9	5	9	-1	4	-5	0

Only part of the results is shown. The share of hits here may be higher or lower than overall.
